Screens as filed in PubChem.
NPC1 promoter act – activators of NPC1 promoter. hit rate 2.4% among 320,000. AID 485313. Huh7 NPC1 promoter luciferase reporter, 24 h. Potency, µM (highest dose often 9.22 µM), without a hit: at the highest dose activation, most hits filed as activators;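 also: % of control where 0% means no effect; nearly all actives have a fitted effect of over 60% in size; reporter is driven by a mutant NPC1 promoter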
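Stable NPC1-promoter luciferase Huh7 line; cpd (DMSO) 24 h, 37 °C, 5% CO2; Amplite luciferase reagent 10 min RT; luminescence readout. qHTS format.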
CXXC DNA block – MLL CXXC-DNA interaction inhibition | hit rate 0.037% among 290,000 | Q03164 | MLL-CXXC / FITC-HOXA9 DNA fluorescence polarization | Potency, µM (highest dose often 115 µM), without a hit: at the top dose activity change, negative = inhibition, most hits filed as inhibitors; active = well fitted inhibition curve with a large enough effect in the polarisation, with a control signal flat, not every such curve was filed as active; inconclusive = small, poorly fitted or top-dose-only effect, or effect the other way, or a change in a side signal; inactive = no such curve, though single readings can be large or run the other way; the % refers to the polarisation
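Fluorescence polarization: 7 uM MLL-CXXC (stock) preincubated 5 min with compounds, then 50 nM fluorescein-HOX-A9 DNA (stock) added; 30 min ambient. Buffer 50 mM Tris-HCl pH 7.5, 50 mM NaCl, 1 mM DTT, 0.05% BSA.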
Rab9 promoter act – activates the Rab9 promoter; Huh7 Rab9 promoter-luciferase reporter, luminescence, 24 h; Potency, µM (series often up to 9.22 µM), for inactives: at the highest dose activation, negative = inhibition, hits mostly activators; hit rate 2.8% among 320,000; also: % of control where 0% means no effect; nearly all actives have a fitted effect of over 60% in size
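Luminescence read-out: Huh7 cells stably expressing Rab9-luciferase, treated 24 h with compound at 37 °C, then lysed with luciferase reagent for 10 min at ambient before reading.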
BRCA1 expr act – activators of BRCA1 expression; hit rate 1.1% among 380,000; MCF7-BRCA1-FFLuc reporter, luminescence, 48 h; response scale: scaled: vehicle 0%, 10 µM genistein 100%; Potency, µM (doses to about 46.1 µM), inactives show top-dose activation, most hits filed as activators; also: nearly all actives have a fitted effect of over 80% in size; some results filed as inactive show a strong effect at the top dose
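Cells: MCF7-BRCA1-FFLuc, 2000/well. Exposure: 48 h, 37 °C, 5% CO2. Read: luminescence, 15 min post-substrate. Controls: genistein 10 microM (maximal activation), DMSO (neutral).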
Gal4-VP16 FLuc – counter-screen for ROR gamma inhibitors: Gal4-VP16 reporter. AID 2546. hit rate 3.5% among 310,000. Potency, µM (highest dose often 53.6 µM), for inactives: at the top dose activity, negative = inhibition, most hits filed as inhibitors. Drosophila S2 Gal4-VP16 UAS-luciferase, luminescence, 20 h;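 also: Gal4-VP16 expression switched on by copper sulfate through the metallothionein promoter; % is scaled to controls: 0 for no effect and ±100 for the full control effect; nearly all actives have a fitted effect of over 50% in size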
ELG1 genotoxic – genotoxicity induction in ELG1-luciferase HEK293T cells | HEK293T ELG1-luciferase reporter, luminescence, 16 h | Potency, µM (highest dose often 46 µM), without a hit: at the highest dose activity change, positive = activation, hits mostly activators | hit rate 1.3% among 330,000; also: % of control where 0% means no effect; nearly all actives have a fitted effect of over 60% in size
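Step 1: seed 2,000 HEK293T ELG1-luciferase cells per well. Step 2: add compound or DMSO, incubate 16 hr at 37 °C. Step 3: ONE-Glo, 30 min at room temperature, read luminescence.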
RORgamma inh – inhibitors of mouse ROR gamma transcriptional activity. Potency, µM (titrated, usually from 53.6 µM), for the others: at the highest dose activity change, negative = inhibition, most hits filed as inhibitors. AID 2551. hit rate 5.4% among 310,000. Drosophila S2 Gal4-RORgamma UAS-luciferase reporter, 20 h. P51450; also: % is scaled to controls: 0 for no effect and ±100 for the full control effect; nearly all actives have a fitted effect of over 60% in size
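Read-out: Photinus luciferase luminescence; inhibitors lower reporter signal. Insect Schneider cells with Gal4-ROR gamma fusion under metallothionein promoter, UAS reporter; 700 uM final copper sulfate induction, 20 hr, ambient temperature.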
FLuc counter – counter-screen for miR-21 project: firefly luciferase inhibitors or activators | Potency, µM (series often up to 57.5 µM), for the others: at the top dose activity change, negative = inhibition, actives largely listed as inhibitors | AID 588342 | purified FLuc, Km substrates, luminescence inhibition | hit rate 6.9% among 360,000 | P08659;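 also: plate controls were vehicle for no effect and reference inhibitor for full effect; nearly all actives have a fitted effect of over 55% in size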
Target sequence (P08659 whole entry, looked up): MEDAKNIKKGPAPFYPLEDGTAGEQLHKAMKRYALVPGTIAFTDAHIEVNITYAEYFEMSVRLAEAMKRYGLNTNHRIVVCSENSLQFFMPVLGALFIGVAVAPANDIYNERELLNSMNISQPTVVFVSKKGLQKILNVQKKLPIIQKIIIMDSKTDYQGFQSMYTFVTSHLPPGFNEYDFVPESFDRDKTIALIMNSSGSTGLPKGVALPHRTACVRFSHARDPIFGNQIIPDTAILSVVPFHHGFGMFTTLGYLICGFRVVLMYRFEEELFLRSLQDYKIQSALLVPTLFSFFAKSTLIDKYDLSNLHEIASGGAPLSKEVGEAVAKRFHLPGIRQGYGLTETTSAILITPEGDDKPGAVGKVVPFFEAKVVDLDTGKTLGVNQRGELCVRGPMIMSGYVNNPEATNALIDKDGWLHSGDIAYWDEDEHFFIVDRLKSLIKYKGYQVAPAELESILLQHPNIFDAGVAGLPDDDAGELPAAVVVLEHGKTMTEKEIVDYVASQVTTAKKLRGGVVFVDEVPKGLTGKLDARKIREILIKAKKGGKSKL
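Purified P. pyralis luciferase, 10 nM final, with Km-level 10 uM D-luciferin and 10 uM ATP in 50 mM Tris acetate pH 7.5, 10 mM Mg acetate, 0.01% Tween-20, 0.05% BSA; 6-point qHTS titration about 60 µM downward; luminescence read.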
MBNL1-CUG inh – blocks human MBNL1 binding to CUG repeat RNA; Q9NR56; TR-FRET MBNL1-His/biotin-(CUG)12 binding, 665/545 ratio; Potency, µM (highest dose often 57.5 µM), for the others: at the top dose activity change, negative = inhibition, hits mostly inhibitors; hit rate 0.036% among 280,000; AID 2675; active = well fitted inhibition curve with a large enough effect in the signal ratio, with a control signal flat, not every such curve was filed as active; inconclusive = small, poorly fitted or top-dose-only effect, or effect the other way, or a change in a side signal; inactive = no such curve, though single readings can be large or run the other way; the % refers to the signal ratio; also: % is scaled to controls: 0 for no effect and ±100 for the full control effect
Target sequence (Q9NR56 whole entry, looked up): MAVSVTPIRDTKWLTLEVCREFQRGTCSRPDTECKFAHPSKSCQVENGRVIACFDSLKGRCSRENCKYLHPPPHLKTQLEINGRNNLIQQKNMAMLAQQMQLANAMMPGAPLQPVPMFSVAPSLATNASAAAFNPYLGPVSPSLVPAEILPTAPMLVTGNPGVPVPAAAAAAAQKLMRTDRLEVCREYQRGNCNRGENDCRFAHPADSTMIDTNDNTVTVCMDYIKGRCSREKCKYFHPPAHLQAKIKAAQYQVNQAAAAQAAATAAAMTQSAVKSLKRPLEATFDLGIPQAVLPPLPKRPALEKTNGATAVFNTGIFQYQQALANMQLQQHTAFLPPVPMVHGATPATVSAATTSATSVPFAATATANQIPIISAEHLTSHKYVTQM
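Compound titration spanned 92 nM–58 uM against the MBNL1-His/biotin-(CUG)12 complex. After 60 min at room temperature with 5 nM streptavidin-XL665 and 0.055 ng/ul terbium anti-His, ratiometric 665/545 nm emission (Ex 340 nm) normalized to controls.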
p53 reactivator – mutant p53 re-activation in reporter cells; Potency, µM (top dose mostly 92.2 µM), for the others: at the top dose activity change, positive = activation, most hits filed as activators; hit rate 0.063% among 320,000; H1299 p53-A138V BP100-luciferase reporter, luminescence, 24 h; AID 504706; also: % of control where 0% means no effect; nearly all actives have a fitted effect of over 45% in size
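p53-null H1299 cells stably carrying temperature-sensitive p53-A138V and a BP100-luciferase reporter were pinned with compounds (4-point, 1:5 series) and held 24 hrs at 37 deg C. Luminescence was read 10 min after detection reagent.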
uPA generation – inhibitors of cell surface uPA generation; cell surface uPA generation assay, qHTS; Potency, µM (titrated, usually from 38.3 µM), inactives show at the highest dose activity change, negative = inhibition, actives largely listed as inhibitors; hit rate 0.31% among 330,000; AID 540303; active = well fitted inhibition curve with a large enough effect; inconclusive = small, poorly fitted or top-dose-only effect; inactive = no such curve, though single readings can be large or run the other way; tested in mouse RAW 264.7 cells; also: % is scaled to controls: 0 for no effect and ±100 for the full control effect; nearly all actives have a fitted effect of over 55% in size
Active calls of the source: *; ? = inconclusive; . = not tested or not shown; [ ] = dose if it differs, or a comment. Unless noted, calls follow the shape of the dose curve; as a rule, active = well fitted curve in the direction sought with a large enough effect; inconclusive = small, poorly fitted or top-dose-only effect, or another doubt; inactive = no such curve, though single readings can be large; an effect the other way counts as inactive or inconclusive. Potency is read from the fitted curve at half-maximal effect. These rows are one share of the data (hit frequency here may not be typical).

SMILES	NPC1 promoter act	CXXC DNA block	Rab9 promoter act	BRCA1 expr act	Gal4-VP16 FLuc	ELG1 genotoxic	RORgamma inh	FLuc counter	MBNL1-CUG inh	p53 reactivator	uPA generation
COCCCN1CC(=O)N2C(c3ccccc3)c3[nH]c4ccccc4c3C[C@H]2C1=O (stereo not given in full)	-1%	0%	0%	-23%	5%	1%	13%	-2%	10%	-5%	-13%
O=C(NNC1=NCCCCC1)Nc1cccc(Cl)c1	?	-2%	1.1µM*	?	-10%	11%	-18%	17µM*	-1%	29%	1%
CC(C)(C)NC(=O)NC(=O)COC(=O)c1nc(-c2ccccc2)n(-c2cccc(C(F)(F)F)c2)n1	0%	5%	-2%	-31%	19%	1%	20%	-4%	13%	-1%	9%
Cc1nnnn1CC(=O)Nc1ccccc1[N+](=O)[O-]	-4%	4%	-1%	-11%	9%	3%	-15%	0%	?	-5%	4%
CC(=O)c1ccc(S(=O)(=O)N2CCN(C(=O)CN3C(=O)NC4(CCCC4)C3=O)CC2)cc1	0%	.	0%	-4%	.	-4%	.	2%	.	-7%	-1%
COc1cc(C2C(C#N)=C(N)Oc3cc(C)n(Cc4ccccn4)c(=O)c32)cc2c1OCO2 (stereo not given)	-2%	2%	-6%	.	1%	1%	6%	-13%	2%	-10%	.
COc1ccc(/C=C/C(=O)NC(=S)Nc2ccc(S(=O)(=O)Nc3cc(C)on3)cc2)cc1	-7%	0%	-1%	0%	-1%	4%	?	15µM*	15%	9%	3%
CCn1c(SCC(=O)Nc2ccc(S(=O)(=O)Nc3onc(C)c3C)cc2)nnc1-c1ccccc1	-2%	-7%	-4%	4%	0%	1%	-9%	2%	-6%	-3%	-12%
COc1cc(SSc2cc(OC)cc([N+](=O)[O-])c2N)c(N)c([N+](=O)[O-])c1	-2%	4%	0%	-42%	-8%	-8%	?	8.5µM*	?	2%	-7%
Cc1nc2ccc(N=NC3=C(O)CC(C)(C)CC3=O)cc2s1	-2%	-1%	2%	0%	-30%	?	-35%	4.3µM*	.	?	2%
CCCn1nnnc1NC(=O)c1cccs1	-5%	-3%	0%	-2%	2.8µM*	-2%	0.89µM*	-1%	-1%	-1%	-1%
Cc1ccc(-n2cc(CNCC3CC(=O)N(C4CC4)C3)c(-c3cccc(C)c3)n2)cc1 (stereo not given)	-5%	-4%	9%	-1%	?	-4%	?	21µM*	-10%	0%	-6%
Cc1cc(C)nc(SCC2COc3ccccc3O2)n1 (stereo not given)	12%	4%	18%	32%	3%	10%	?	-15%	6%	?	8%
COc1ccc(CN(Cc2nc3ccccc3c(=O)[nH]2)C(=O)C(C)(C)C)cc1	0%	-5%	7%	-2%	-5%	1%	13µM*	1%	-2%	3%	0%
CCc1c(C(=O)c2ccc(Cl)cc2)oc2c(C)c3oc(=O)cc(C)c3cc12	0%	4%	1%	-17%	5%	0%	30%	-14%	-3%	-1%	-2%
COc1ccccc1NC(=O)COC(=O)C12CC3CC(CC(Cl)(C3)C1)C2	-1%	6%	0%	2%	4%	1%	1%	15µM*	2%	4%	-2%
CC(=O)c1cccc(N2C(=NC(=O)COc3ccccc3)SC3CS(=O)(=O)CC32)c1 (stereo not given)	-2%	49%[activator]	0%	21%	-8%	-1%	13%	1%	2%	-3%	-2%
CCCCNc1nc2ccccc2nc1NS(=O)(=O)c1cccs1	1%	-10%	-4%	-23%	-5%	-2%	17%	-2%	-3%	-5%	-4%
Cc1cc(C)c(C#N)c(SCS(=O)Cc2ccccc2)n1 (stereo not given)	2%	8%	-6%	9%	5%	3%	-7%	1%	-16%	-4%	3%
COc1ccc(CCNC(=O)CSc2n[nH]c(C)c2[N+](=O)[O-])cc1OC	-1%	7%	-1%	14%	1%	-5%	0%	-4%	16%	13%	7%
Cn1c(N)c(C(=O)COC(=O)c2ccccc2NCc2ccco2)c(=O)n(C)c1=O	3%	-5%	1%	-20%	3%	2%	6%	-3%	-4%	3%	0%
S=c1[nH]nc(-c2ccco2)n1/N=C/C(Cl)=C/c1ccccc1	3.5µM*	-19%	1.6µM*	43%	11µM*	?	4µM*	?	10%	?	-13%
C=CCn1c(SCC(=O)Nc2ncc(Cc3cc(Cl)ccc3Cl)s2)nnc1-c1ccncc1	-6%	-1%	-10%	-2%	-6%	4%	-8%	1%	-4%	-1%	3%
Nc1cc(=O)[nH]c(SCc2cccc3ccccc23)n1	-4%	6%	-5%	-7%	-4%	0%	-3%	1%	0%	-5%	-6%
Cc1cccc(NC(=O)CSc2nnc(CSc3nc(C)cc(C)n3)o2)c1	8%	-11%	20%	-9%	8%	1%	14%	0%	-4%	-4%	3%

Reformatted with values under each structure: part of the list above.
Sequence of screens: NPC1 promoter act, CXXC DNA block, Rab9 promoter act, BRCA1 expr act, Gal4-VP16 FLuc, ELG1 genotoxic, RORgamma inh, FLuc counter, MBNL1-CUG inh, p53 reactivator, uPA generation
> Cc1cc(C)c(C#N)c(SCS(=O)Cc2ccccc2)n1 (stereo not given)
→ 2%, 8%, -6%, 9%, 5%, 3%, -7%, 1%, -16%, -4%, 3%
> CC(=O)c1cccc(N2C(=NC(=O)COc3ccccc3)SC3CS(=O)(=O)CC32)c1 (stereo not given)
→ -2%, 49%[activator], 0%, 21%, -8%, -1%, 13%, 1%, 2%, -3%, -2%
> COCCCN1CC(=O)N2C(c3ccccc3)c3[nH]c4ccccc4c3C[C@H]2C1=O (stereo not given in full)
→ -1%, 0%, 0%, -23%, 5%, 1%, 13%, -2%, 10%, -5%, -13%
> CCCn1nnnc1NC(=O)c1cccs1
→ -5%, -3%, 0%, -2%, 2.8µM*, -2%, 0.89µM*, -1%, -1%, -1%, -1%
> COc1cc(SSc2cc(OC)cc([N+](=O)[O-])c2N)c(N)c([N+](=O)[O-])c1
→ -2%, 4%, 0%, -42%, -8%, -8%, ?, 8.5µM*, ?, 2%, -7%
> Cc1nnnn1CC(=O)Nc1ccccc1[N+](=O)[O-]
→ -4%, 4%, -1%, -11%, 9%, 3%, -15%, 0%, ?, -5%, 4%

Later entries:
SMILES	NPC1 promoter act	CXXC DNA block	Rab9 promoter act	BRCA1 expr act	Gal4-VP16 FLuc	ELG1 genotoxic	RORgamma inh	FLuc counter	MBNL1-CUG inh	p53 reactivator	uPA generation
CNC(=O)COc1coc(CN2CCN(Cc3ccccc3)CC2)cc1=O	3%	-3%	-4%	0%	3%	2%	-5%	7%	0%	-2%	7%
Cc1onc(-c2ccccc2Cl)c1C(=O)NCCN1Cc2ccccc2C1=O	5%	11%	-2%	-1%	8%	3%	2%[10 µM]	-1%	-4%	-3%	-4%
O=C(Nc1cccnc1)c1ccc(C(=O)Nc2cccnc2)cc1	-2%	1%	0%	-8%	4%	0%	7%	-1%	-6%	2%	0%
CCOc1ccc(OCC)c(Nc2cc(C)nc3nc(C)nn23)c1	-19%	9%	-23%	-51%	-10%	1%	-30%	7%	-19%	-6%	?
COC(=O)c1cc(S(=O)(=O)C(C)C)c(S(C)=O)s1 (stereo not given)	-3%	1%	-13%	-59%	6%	2%	?	-2%	8%	-12%	-19%
O=C(CN1CCCC1)NCC1(c2ccccc2)CCOCC1	3%	4%	-3%	-4%	-5%	3%	15%	-1%	4%	5%	11%
Cc1ccc(-c2nnn(CC(=O)N(CCO)C(C(=O)NC(C)(C)C)c3ccncc3)n2)cc1 (stereo not given)	-4%	-13%	4%	4%	4%	0%	-9%	3%	-5%	-8%	.
